MITF inh: human MITF inhibition, primary screen. 0.91% of 650,000 active. inhibition, % at 2.6 µM. AlphaScreen MITF homodimerization, bead proximity signal. O75030; in the data active means inhibition above about 50%;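 further: 0% = vehicle wells with protein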
Target sequence (O75030 whole entry, looked up): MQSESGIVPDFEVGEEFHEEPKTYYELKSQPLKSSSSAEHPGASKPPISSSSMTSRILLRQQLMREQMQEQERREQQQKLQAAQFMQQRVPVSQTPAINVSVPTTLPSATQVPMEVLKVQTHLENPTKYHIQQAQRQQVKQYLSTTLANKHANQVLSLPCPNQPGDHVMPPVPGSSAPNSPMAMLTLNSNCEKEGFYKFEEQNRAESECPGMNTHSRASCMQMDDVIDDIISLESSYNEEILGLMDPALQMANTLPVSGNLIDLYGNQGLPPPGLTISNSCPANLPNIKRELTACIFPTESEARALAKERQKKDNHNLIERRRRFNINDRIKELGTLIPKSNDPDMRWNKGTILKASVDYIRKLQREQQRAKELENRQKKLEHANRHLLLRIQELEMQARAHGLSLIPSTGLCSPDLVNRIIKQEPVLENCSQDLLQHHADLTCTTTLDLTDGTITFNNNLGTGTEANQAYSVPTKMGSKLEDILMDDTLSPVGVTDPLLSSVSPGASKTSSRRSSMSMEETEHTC
GPR151 activ: human GPR151 activation; activation, % at 11.2 µM; 1% of 650,000 active; PathHunter beta-arrestin GPR151 cells, luminescence; Q8TDV0; in the data active means activation above about 4.9%;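 further: 0% = median of compound wells and 100% = cells with positive control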
Target sequence (Q8TDV0 whole entry, looked up): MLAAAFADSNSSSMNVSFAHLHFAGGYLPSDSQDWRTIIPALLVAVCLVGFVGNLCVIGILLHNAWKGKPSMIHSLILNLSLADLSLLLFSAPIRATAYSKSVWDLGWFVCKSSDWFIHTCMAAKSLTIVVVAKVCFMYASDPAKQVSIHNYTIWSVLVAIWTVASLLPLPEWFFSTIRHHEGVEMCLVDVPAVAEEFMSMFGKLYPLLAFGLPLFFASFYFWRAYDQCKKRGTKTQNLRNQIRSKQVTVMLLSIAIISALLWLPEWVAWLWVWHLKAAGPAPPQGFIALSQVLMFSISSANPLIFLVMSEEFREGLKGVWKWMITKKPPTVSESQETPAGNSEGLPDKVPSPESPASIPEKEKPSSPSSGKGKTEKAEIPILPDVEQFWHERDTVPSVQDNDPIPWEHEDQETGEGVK
FBW7 act: human FBW7 E3 ligase activation, primary screen; AlphaScreen FBW7–phospho-cyclin E peptide binding, activator screen; AID 1259310; 0.13% of 650,000 active; Q969H0; normalized activity (activation), % at 26.1 µM; in the data active means normalized activity above about 1.9%;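 further: purified mutant Fbw7 with reduced substrate affinity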
TEAD-YAP block: TEAD-YAP interaction inhibition | HEK-TIYL cells, TEAD-Gal4/YAP UAS-luciferase luminescence | inhibition, % at 9.12 µM | 1.4% of 640,000 active; in the data active means inhibition above about 32%;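 further: 0% = median of test compound wells and 100% = reference inhibitor wells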
Numbers without * were called inactive.

SMILES	MITF inh	GPR151 activ	FBW7 act	TEAD-YAP block
O=C(Nc1nnc(C23CC4CC(CC(C4)C2)C3)s1)c1ccco1	11	-1.0	1.9*	-16
O=[N+]([O-])c1cccc(OCC(O)CN2CCN(Cc3ccc4c(c3)OCO4)CC2)c1 (stereo not drawn)	26	-0.3	-0.1	-2
CC(C)C(=O)Nc1nnc(-c2ccccc2SCc2ccccc2)s1	8	-0.3	0.0	-5
CCC(=O)c1cc(F)c(N2CCN(C(=O)COc3ccc(F)cc3)CC2)cc1C	0	1.5	-0.1	17
CC(NS(=O)(=O)c1ccc(CCC(=O)NCc2ccccn2)cc1)c1ccccc1 (stereo not drawn)	15	0.4	0.0	-5
COc1ccccc1NC(=O)CC(NC1CCCCC1)C(=O)O (stereo not drawn)	6	-2.2	0.9	-1
COc1ccc(C2C(C(=O)OCCOc3ccccc3)=C(C)NC3=C2C(=O)CC(C)(C)C3)c(OC)c1OC (stereo not drawn)	-12	0.6	0.0	5
NC(=S)NNc1c2ccccc2nc2ccccc12	-9	0.2	-0.7	3
Cc1sc(NC(=O)c2ccco2)c(C(c2cccnc2)N2CCN(C)CC2)c1C (stereo not drawn)	4	0.4	-0.1	29
CCOc1ccc(-c2nc3s/c(=C\C=C\c4ccccc4OC)c(=O)n3n2)cc1	7	-0.2	0.3	-7
CCOC(=O)c1ccc(NC2=NC(=S)N(c3ccccc3Cl)C23CCCCC3)cc1	13	1.5	0.1	0
CCOc1ccccc1-n1c(=S)sc2c(=O)n(-c3ccccc3C)c(SCC(=O)Nc3ccc(CC)cc3)nc21	-9	-1.3	0.0	3
CC(C)CC1=NN2C(=N)/C(=C/c3ccc(-c4ccc(Cl)cc4)o3)C(=O)N=C2S1	-2	0.9	0.0	-13
COc1ccc(N2C(=O)CSC23C(=O)N(CC(=O)Nc2ccc(C)cc2)c2ccccc23)cc1 (stereo not drawn)	9	-1.6	0.4	12
CCNC(=S)N(C)Cc1cc(Br)ccc1OC	-15	0.3	-0.1	4
CC1=Nc2ccccc2/C1=C/c1[nH]c(=O)n(CC(=O)Nc2ccc3c(c2)OCO3)c1O	-6	-0.5	0.0	9
Cc1ccc(-n2c(SCC(=O)N3CCC(C)CC3)nc3n[nH]c(C)c3c2=N)cc1	5	-1.2	0.0	1
CCOC(=O)C(Cc1ccc(Br)cc1)Sc1nnc(N)s1 (stereo not drawn)	5	-0.4	-0.1	-12
CCN1C(=O)C2C(c3ccccc3F)NC(Cc3ccc(O)cc3)(C(=O)OC)C2C1=O (stereo not drawn)	-1	0.7	-0.1	-1
CCOCCCNC(=O)C1CCN(Cc2ccc(OC)cc2OC)CC1	12	-0.1	0.2	6
CCOC(=O)C(C(N)=O)C1(O)OC(c2ccccc2)=CC1=O (stereo not drawn)	1	-1.5	-0.1	-34
O=C(NCc1ccccn1)C(=O)NCC1OCCN1S(=O)(=O)c1cccs1 (stereo not drawn)	8	1.0	-0.3	3
O=C(NC1CC1)c1ccc(-c2cc(NCCc3ccc(O)cc3)ncn2)cc1	-1	-0.1	0.0	-14
Cc1cccc(NC(=O)CSc2cc(C)c3ccccc3n2)c1	-3	3.1	-0.2	-3
COC(=O)c1c(NC(=O)c2ccccc2C(=O)O)sc2c1CCCC2	-2	-0.9	-0.1	6

Profiles, quoted from the list.
Entry for O=C(NC1CC1)c1ccc(-c2cc(NCCc3ccc(O)cc3)ncn2)cc1 = MITF inh: -1; GPR151 activ: -0.1; FBW7 act: 0.0; TEAD-YAP block: -14
Entry for Cc1ccc(-n2c(SCC(=O)N3CCC(C)CC3)nc3n[nH]c(C)c3c2=N)cc1 = MITF inh: 5; GPR151 activ: -1.2; FBW7 act: 0.0; TEAD-YAP block: 1

3 structures out of the list, ordered by count of non-hydrogen atoms, ascending.
SMILES	MITF inh	GPR151 activ	FBW7 act	TEAD-YAP block
NC(=S)NNc1c2ccccc2nc2ccccc12	-9	0.2	-0.7	3
O=C(NC1CC1)c1ccc(-c2cc(NCCc3ccc(O)cc3)ncn2)cc1	-1	-0.1	0.0	-14
CCC(=O)c1cc(F)c(N2CCN(C(=O)COc3ccc(F)cc3)CC2)cc1C	0	1.5	-0.1	17

Additional structures.
SMILES	MITF inh	GPR151 activ	FBW7 act	TEAD-YAP block
Cc1nnc(NC(=O)CSc2ccc(C(C)(C)C)cc2)s1	-3	0.2	-0.1	-5
CC(=O)c1ccc(NC(=O)CSCc2ccc([N+](=O)[O-])cc2)cc1	5	-0.2	-0.1	11
O=C1CCC(=O)N1CC(O)Cn1c2ccc(Cl)cc2c2cc(Cl)ccc21 (stereo not drawn)	4	-0.8	-0.1	2
O=C(CN(c1ccc(Cl)cc1Cl)S(=O)(=O)c1ccccc1)NCCc1ccc(Cl)cc1	2	-0.2	0.0	3
Cc1cccc(OCC(=O)Nc2sc3c(c2C(N)=O)CCCC3)c1	-7	1.9	0.0	53*
Cn1c(O)c(N=Nc2nc3c(c(=O)[nH]c(=O)n3C)n2C)c(=O)n(C)c1=O	-3	-1.0	-0.1	-2
CCOc1ccc2cc(C#N)c(SCC(=O)Nc3cc(OC)ccc3OC)nc2c1	3	-0.3	0.3	2
O=C(CN1C2=NCCCN2c2ccccc21)c1ccc([N+](=O)[O-])cc1	12	0.4	0.0	14
COCCN(Cc1ccccn1)C(Cc1ccccc1)C1CCN(C2CCSC2)CC1 (stereo not drawn)	2	-1.4	0.2	4
Cc1ccc2c(c1)c(C1=c3ccccc3=NC1=O)c(O)n2C	21	0.4	0.0	0
O=C(Nc1ccc2nsnc2c1)C1CC1	3	-1.4	0.0	-4
COc1ccc(S(=O)(=O)Nc2ccc3c(c2)CCC(=O)N3Cc2ccccc2)cc1C	3	-1.2	0.0	15
C/C(CCc1ccccc1)=N/NC(=O)C(=O)NC(C)c1ccccc1 (stereo not drawn)	6	0.1	0.0	-2
COc1cc(OC)cc(-n2nc(C(=O)NCCCN3CCC(C)CC3)c3ccccc3c2=O)c1	12	-0.7	0.0	5
CCc1c(C)nc2c(OC)cccc2c1SCCC(=O)O	2	0.0	-0.1	4
C=CCNC(=O)CN(CCc1ccccc1)S(=O)(=O)c1ccc(OC)cc1	15	0.6	0.7	4
CCCOc1c(Br)cc(C2NC(=O)NC(C)=C2C(=O)OC)cc1OCC (stereo not drawn)	-1	0.1	-0.3	-6
C#CCn1c(=NC(=O)CC)sc2cc(OC)ccc21	1	3.1	-0.1	13
Cc1ccccc1OCC(=O)OCC(=O)c1cccc([N+](=O)[O-])c1	10	-1.8	-0.1	16
Cc1cccc(-n2nc3c([n+]2[O-])CCc2nonc2-3)c1C	18	-0.3	0.0	-1
O=C(O)CC1NC(=O)c2ccc(Br)cc21 (stereo not drawn)	15	18*	0.5	4
COc1ccccc1N1C(=O)c2ccc(C(=O)Nc3cc([N+](=O)[O-])ccc3O)cc2C1=O	-23	-0.8	2.1*	8
Cc1ccc(CNc2nc(Cl)c(C#N)s2)cc1	-3	1.4	0.3	-25
COc1ccc(C2=NN(C(=O)CSc3nnc(CNC(=O)COc4ccccc4)n3C)C(c3ccc(OC)cc3)C2)cc1 (stereo not drawn)	-7	-0.6	-0.1	12
CCCN(CC(=O)NC(=O)NC(C)(C)C)CC(=O)Nc1ccc(F)c(F)c1F	15	0.6	0.2	7

The final 5 compounds of the part above come first, to join the parts:
SMILES	MITF inh	GPR151 activ	FBW7 act	TEAD-YAP block
O=C(O)CC1NC(=O)c2ccc(Br)cc21 (stereo not drawn)	15	18*	0.5	4
COc1ccccc1N1C(=O)c2ccc(C(=O)Nc3cc([N+](=O)[O-])ccc3O)cc2C1=O	-23	-0.8	2.1*	8
Cc1ccc(CNc2nc(Cl)c(C#N)s2)cc1	-3	1.4	0.3	-25
COc1ccc(C2=NN(C(=O)CSc3nnc(CNC(=O)COc4ccccc4)n3C)C(c3ccc(OC)cc3)C2)cc1 (stereo not drawn)	-7	-0.6	-0.1	12
CCCN(CC(=O)NC(=O)NC(C)(C)C)CC(=O)Nc1ccc(F)c(F)c1F	15	0.6	0.2	7
CCn1c(SCC(=O)N/N=C(/C)c2ccc(OC)c(OC)c2)nc2ccccc21	11	-1.1	0.1	4
C=CCn1c(SCC(=O)Nc2ccccc2)nc2sc(CC)cc2c1=O	3	-0.1	0.2	-2
Cc1ccccc1C(=O)Nc1nnc(-c2cc(Cl)ccc2Cl)o1	15	-2.2	0.2	4
CCCCOc1cccc(NC(Nc2cccc(OCCCC)c2)=C(S(=O)(=O)CCC)S(=O)(=O)CCC)c1	1	-0.7	-0.1	-2
c1cncc(CCNc2nccn3c(-c4ccc(N5CCOCC5)cc4)cnc23)c1	15	0.3	0.5	-28
COc1cccc(C=O)c1OC(=O)c1c(SC)nsc1SC	-5	-1.0	0.9	3
O=C(COC(=O)c1ccc([N+](=O)[O-])o1)NC1CCCc2ccccc21 (stereo not drawn)	9	0.1	0.1	11
Cc1c(NC(=O)c2cnn3c(C(F)(F)F)cc(-c4ccc(Br)cc4)nc23)c(=O)n(-c2ccccc2)n1C	32	2.9	0.0	-3
CCOC(=O)N1CCN(C(=O)CCn2c(=S)[nH]c3ccccc3c2=O)CC1	6	-0.8	0.2	7
CN(C(=O)Cn1ncc2c1-c1ccccc1OC2)C1CCCCC1	9	-1.4	0.5	13
COc1cc(NC(=O)c2cn(-c3ccc(F)cc3F)c(=O)c3ccccc23)cc(OC)c1OC	0	1.6	0.1	-5
COc1cccc(N2CCN(c3ncnc4c3c(-c3ccccc3)cn4-c3ccc(C)cc3)CC2)c1	6	0.1	0.0	6
COC(=O)c1sc2ccccc2c1NC(=O)c1cccc(C)c1	-5	-1.2	0.1	7
COC(=O)CCSc1ccc(S(=O)(=O)Nc2ccccc2)cc1[N+](=O)[O-]	9	1.5	0.1	16
CCCCOC(=O)C1=C(C)NC2=C(C(=O)CC(C)(C)C2)C1c1cccc2ccccc12 (stereo not drawn)	14	0.4	0.5	8
CC1CC(CC(=O)NNC(N)=S)C(=O)O1 (stereo not drawn)	11	-2.3	0.5	10
COc1ccc(-n2c(SCC(=O)Nc3nccs3)nc3c(sc(=S)n3-c3ccccc3)c2=O)cc1OC	5	-0.3	-0.1	-5
COc1cc(OC)c(C(=O)OC2CCOC2=O)cc1OC (stereo not drawn)	-2	-0.3	0.0	-8
Cc1cc([N+](=O)[O-])c(N2CCOCC2)cc1NC(=S)NC(=O)c1ccc(Cl)cc1	2	1.0	0.0	2
CCOC(=O)c1ccc(NC(=O)c2nn(C)c3c2COc2ccccc2-3)cc1	1	-1.2	0.2	-1
CCc1c(C)sc2ncn3c(=O)n(CC(=O)N(C(C)C)C(C)C)nc3c12	-3	0.2	-0.1	0
CCCc1ccc(Oc2cn[nH]c2-c2ccc(OC)c(C)c2O)cc1	1	1.2	0.2	4
O=C(Oc1ccc2c(c1)oc(=O)c1ccccc12)c1cccs1	4	-0.2	0.1	-3
Nc1ncnc2c1cnn2CCc1nc(-c2ccc(Br)s2)cs1	1	3.0	-0.4	-17
CN1C(=O)NC(=O)/C(=C/c2cn(Cc3ccc([N+](=O)[O-])cc3)c3ccccc23)C1=O	-2	-0.1	-0.1	-3

Further results
SMILES	MITF inh	GPR151 activ	FBW7 act	TEAD-YAP block
CC[C@H](NC(=O)C(Oc1nc(OC)cc(OC)n1)C(C)C)C(=O)OC(C)(C)C (stereo partly drawn)	-3	2.2	0.1	7
CC(C)[C@H]1NC(=O)[C@@H]2C[C@H](NCc3cccc(Cl)c3)CN2C1=O	-2	1.7	0.0	-11
Cc1nc(N2CCCCC2)c2c(-c3cccs3)csc2n1	-13	0.7	0.1	-3
Cc1cccc(/C=C2/NC(=S)NC2=O)c1	13	-0.4	-0.1	-15
CC(=O)N(CCO)Cc1cc2c(C)ccc(C)c2[nH]c1=O	8	-1.0	0.2	-7
Cc1nc2scc(C)n2c1C(=O)N1CC(C)CC(C)C1 (stereo not drawn)	-3	0.6	-0.5	0
CC(=O)Nc1ccc(Nc2nc3cc(C)ccc3nc2NS(=O)(=O)c2ccc(Cl)cc2)cc1	20	0.3	0.5	15
CC(=O)N1CCN(Cc2ccc3c(c2)CN(C(=O)c2cc(F)ccc2F)CCO3)CC1	1	2.7	0.0	4
O=C(COc1ccccc1N1C(=O)C2C3C=CC(C4CC34)C2C1=O)c1ccc(F)cc1 (stereo not drawn)	-4	1.5	-0.1	12
CC(=O)Nc1nc(-c2ccccc2)nc2sc(C#N)c(C)c12	-12	-0.2	0.1	13
CCOc1ccc(S(=O)(=O)NCc2ccccc2Cl)cc1	-17	-1.7	0.1	2
O=C(NCc1ccccc1Cl)c1ccc2c(=O)n(Cc3ccccc3)c(SCc3cccc(Cl)c3)nc2c1	-7	0.1	0.0	0
CCOC(=O)c1cc(-c2cc(OC)ccc2OC)no1	5	0.4	0.0	0
Cc1nnc(SCC(=O)OC2CC(C)CCC2C(C)C)[nH]c1=O (stereo not drawn)	-9	4.4	-0.1	-7
COC(=O)n1nnnc1CN(Cc1ccco1)Cc1cc2ccc(OC)cc2[nH]c1=O	9	-1.2	0.0	-4
O=C(Nc1ccc2nn(-c3cccc(Cl)c3)nc2c1)c1cccc(F)c1	10	1.6	0.0	2
Nc1cc(C(F)(F)F)ccc1-n1cccc1	-7	-0.9	0.0	-2
C=CCc1cccc(/C=N/NC(=O)CNc2ccc(OC)cc2)c1O	15	1.0	0.5	13
COc1ccc(S(=O)(=O)N2CCC(CO)(Cc3cccc(F)c3)CC2)cc1	-2	-0.2	-0.2	-15
CCn1c(SCC(=O)Nc2cccc(C)c2)nnc1C1CC1	-2	-0.5	-0.1	-4
O=S(=O)(NCc1cccnc1)c1ccc2ccccc2c1	13	-0.1	0.1	9
OCC(O)C(O)C(O)C1(CO)NN=C(c2ccccc2)S1 (stereo not drawn)	-5	-2.0	-0.3	-10
Cc1n[nH]c(C)c1CCC(=O)O	-1	4.9*	0.0	0

High-throughput results as filed in PubChem.
